Mito fusion yeast: qHTS Assay for Small Molecule Inhibitors of Mitochondrial Division or Activators of Mitochondrial Fusion. AID 485298, 2010. 320,000 tested, 0.23% active. S. cerevisiae fusion-defective mutant growth rescue, CellTiterGlo 48 h. Potency, µM (series often up to 46.1 µM), for the others: at the highest dose growth rescue (activation), most hits filed as activators;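 note: potency is the fitted concentration of half-maximal effect; % of control where 0% means no effect; nearly all actives have a fitted effect of over 45% in size; temperature-sensitive fusion mutants such as fzo1-1 at 37 °C on non-fermentable ethanol glycerol medium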
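Compounds are tested for their ability to restore growth of mitochondrial fusion-defective yeast strains at non-permissive 37C in YPEG medium over 48 hours. Viability is quantified by luciferase luminescence.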
USP2a inh: qHTS Assay for Inhibitors of Ubiquitin-specific Protease USP2a Using CHOP2 as the Reporter. Ubiquitin carboxyl-terminal hydrolase 2 (Homo sapiens), O75604. USP2 core, Ub-CHOP2 coupled fluorogenic reporter, 485/531. Potency, µM (titrated, usually from 38.3 µM), inactives show at the top dose activity change, negative = inhibition, most hits filed as inhibitors. 330,000 tested, 0.01% active. AID 463254, 2010;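 note: potency is the fitted concentration of half-maximal effect; plate controls were DMSO wells for no effect and full inhibition by NEM control for full effect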
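Cell-free coupled assay: 10nM USP2 core preincubated 30min RT with compound in Tris-HCl pH 8.0/CaCl2/CHAPS buffer, then 25nM Ub-CHOP2 and 25nM reporter substrate; fluorescence (Ex 485/Em 531) read after 60min RT, normalized to NEM inhibition, concentration-response curves fitted.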
PKM2 activator: qHTS Assay for Activators of Human Muscle isoform 2 Pyruvate Kinase; 260,000 tested, 0.34% active; purified PKM2, Kinase-Glo ATP luminescence, activation; response scale: 0% is enzyme alone, no compound; Potency, µM (doses to about 57.5 µM), for inactives: top-dose activation, actives largely listed as activators; Pyruvate kinase PKM (Homo sapiens), P14618; AID 1631, 2009; note: potency is the fitted concentration of half-maximal effect; % is set by controls: 0 for no effect and ±100 for the full control effect; nearly all actives have a fitted effect of over 55% in size
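Purified hPK-M2 (>95% pure) converted ADP (0.1 mM final) to ATP with 0.5 mM PEP in 50 mM imidazole pH7.2, KCl, MgCl2, Tween 20, BSA; 1 h at room temperature. ATP detected by Kinase-Glo luminescence.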
BCR signal inh: qHTS Assay to Find Inhibitors of Chronic Active B-Cell Receptor Signaling | ABC-DLBCL IkBa-CBG/CBR reporter, luminescence ratio, 4 h | 340,000 tested, 0.05% active | Potency, µM (highest dose often 46.1 µM), for inactives: at the highest dose ratio change, negative = lower green/red ratio, usual class: inhibitors; active = well fitted inhibition curve with a large enough effect in the signal ratio, with a control signal flat, not every such curve was filed as active; inconclusive = small, poorly fitted or top-dose-only effect, or effect the other way, or a change in a side signal; the % refers to the signal ratio;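 note: potency is the fitted concentration of half-maximal effect; plate controls were basal doxycycline-induced cells for no effect and cells given 10 µM MG132 for full effect; MG132 reads +100%, hits lower the ratio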
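TMD8 ABC-DLBCL cells carrying doxycycline-inducible green luciferase fused to IkappaBalpha plus unfused red luciferase were exposed to compounds (up to 46 uM) for 4 hrs at 37C. Activity came from the overlap-corrected green/red luminescence ratio.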
Eya2 phos inh: qHTS Assay for Inhibitors of the Phosphatase Activity of Eya2; Protein phosphatase EYA2 (Homo sapiens), O00167; Potency, µM (highest dose often 76.9 µM), for the others: at the top dose activity, negative = inhibition, usual class: inhibitors; 330,000 tested, 0.006% active; AID 488837, 2010; recombinant Eya2, OMFP fluorescence dephosphorylation (OMFP is methylfluorescein phosphate); note: potency is the fitted concentration of half-maximal effect; % is set by controls: 0 for no effect and ±100 for the full control effect
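Eya2 protein (added as 0.2 uM solution) was preincubated with compound for 10 min at ambient temperature in 50 mM HEPES pH 7.5, 50 mM NaCl, 5 uM MgCl2, 0.05% BSA, 1 mM DTT. OMFP (added at 50 uM) then reacted 10 min; fluorescence read at 485/525 nm.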
KCNH2 WT inh: qHTS for Inhibitors of KCHN2 3.1: Wildtype qHTS. 340,000 tested, 0.37% active. U2OS, BacMam KCNH2, thallium flux FluxOr; stronger effect = lower value. activity change, % at 1.84 µM. Voltage-gated inwardly rectifying potassium channel KCNH2 (Homo sapiens), Q12809. AID 720551, 2013;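 active = maximum activity change below -70%; inconclusive = maximum activity change between -70% and -50%; inactive = maximum activity change above -50%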; note: % is set by controls: 0 for no effect and ±100 for the full control effect
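U2OS cells transduced with wild-type KCNH2 virus are loaded with FluxOr dye for 45 min, and thallium flux is measured in kinetic reads before and after stimulation buffer. Rate constants are normalized to DMSO controls.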
S-ASM inh: Inhibitors of Secretory Acid Sphingomyelinase (S-ASM): qHTS | 340,000 tested, 0.006% active | Potency, µM (series often up to 57.5 µM), inactives show at the highest dose activity change, negative = inhibition, hits mostly inhibitors | placental ASM, HMU-PC fluorogenic substrate, 60 min | Sphingomyelin phosphodiesterase (Homo sapiens), P17405; note: potency is the fitted concentration of half-maximal effect
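HMU-PC0 cleavage (9 uM final) by human placental ASM, 60 min at 37 °C following 10 min compound exposure at RT; stopped at pH 10, fluorescence Ex 386/Em 447 nm.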
MBNL1 CUG block: qHTS Assay for Inhibitors of MBNL1-poly(CUG) RNA binding. Muscleblind-like protein 1 (Homo sapiens), Q9NR56. AID 2675, 2010. 280,000 tested, 0.036% active. Potency, µM (series often up to 57.5 µM), for inactives: at the highest dose activity change, negative = inhibition, actives largely listed as inhibitors. TR-FRET MBNL1-His/biotin-(CUG)12 binding, 665/545 ratio; active = well fitted inhibition curve with a large enough effect in the signal ratio, with a control signal flat, not every such curve was filed as active; inconclusive = small, poorly fitted or top-dose-only effect, or effect the other way, or a change in a side signal; inactive = no such curve, though single readings can be large or run the other way; the % refers to the signal ratio; note: potency is the fitted concentration of half-maximal effect; % is set by controls: 0 for no effect and ±100 for the full control effect
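MBNL1-His + Biotin-(CUG)12, cpd titration 92 nM–58 uM; Tb anti-His Ab 0.055 ng/ul, SA-XL665 5 nM (final); 60 min RT; ratiometric 665/545 nm, Ex 340 nm; normalized to buffer and full-complex controls.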
Menin MLL FP TR: qHTS Assay for Inhibitors Targeting the Menin-MLL Interaction in MLL Related Leukemias: Competition With Texas Red Labeled MLL-derived Mutant Peptide. O00255. Potency, µM (doses to about 61.6 µM), without a hit: at the top dose FP activity change, negative = inhibition, most hits filed as inhibitors. Menin + Texas Red MLL mutant peptide, fluorescence polarization. 270,000 tested, 0.23% active; active = well fitted inhibition curve with a large enough effect in the polarisation, with a control signal flat, not every such curve was filed as active; inconclusive = small, poorly fitted or top-dose-only effect, or effect the other way, or a change in a side signal; inactive = no such curve, though single readings can be large or run the other way; the % refers to the polarisation; note: potency is the fitted concentration of half-maximal effect; % of control where 0% means no effect; many of its hits are not listed in these tables
GALK inh: qHTS Assay for Inhibitors of Human Galactokinase (GALK); AID 1868, 2009; P51570; 270,000 tested, 0.007% active; Potency, µM (titrated, usually from 57.5 µM), for inactives: at the highest dose activity change, negative = inhibition, most hits filed as inhibitors; Purified GALK, Kinase-Glo residual ATP luminescence; note: potency is the fitted concentration of half-maximal effect; % is set by controls: 0 for no effect and ±100 for the full control effect
Target sequence (P51570 whole entry, looked up): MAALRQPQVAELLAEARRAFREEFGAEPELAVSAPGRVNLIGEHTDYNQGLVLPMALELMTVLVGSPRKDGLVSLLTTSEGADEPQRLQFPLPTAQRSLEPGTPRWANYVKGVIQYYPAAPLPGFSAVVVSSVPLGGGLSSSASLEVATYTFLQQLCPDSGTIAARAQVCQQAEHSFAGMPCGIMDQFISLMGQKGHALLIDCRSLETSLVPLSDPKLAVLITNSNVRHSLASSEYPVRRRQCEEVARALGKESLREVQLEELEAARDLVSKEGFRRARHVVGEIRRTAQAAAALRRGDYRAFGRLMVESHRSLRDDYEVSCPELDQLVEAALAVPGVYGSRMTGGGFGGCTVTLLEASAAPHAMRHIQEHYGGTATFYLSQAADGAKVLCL
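Human GALK (5 nM) with 35 uM ATP and 100 uM galactose in 20 mM HEPES pH 8.0, 5 mM MgCl2, 60 mM NaCl, 1 mM DTT, 0.01% BSA. After 1 h at room temperature, leftover ATP was read by Kinase-Glo Plus luminescence.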
TSHR antag: Antagonists of the Thyroid Stimulating Hormone Receptor: HTS campaign | TSHR-expressing cells, TSH-stimulated cAMP HTRF, 2 h; stronger effect = lower value | activity change, negative = inhibition, % at 11.5 µM | 330,000 tested, 0.2% active;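 active = activity change below a set negative limit, meaning inhibition stronger than a set level, cut at about -70% in these data; inconclusive = activity change between two set negative limits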; note: % is set by controls: 0 for no effect and ±100 for the full control effect
Target sequence (P16473 whole entry, looked up): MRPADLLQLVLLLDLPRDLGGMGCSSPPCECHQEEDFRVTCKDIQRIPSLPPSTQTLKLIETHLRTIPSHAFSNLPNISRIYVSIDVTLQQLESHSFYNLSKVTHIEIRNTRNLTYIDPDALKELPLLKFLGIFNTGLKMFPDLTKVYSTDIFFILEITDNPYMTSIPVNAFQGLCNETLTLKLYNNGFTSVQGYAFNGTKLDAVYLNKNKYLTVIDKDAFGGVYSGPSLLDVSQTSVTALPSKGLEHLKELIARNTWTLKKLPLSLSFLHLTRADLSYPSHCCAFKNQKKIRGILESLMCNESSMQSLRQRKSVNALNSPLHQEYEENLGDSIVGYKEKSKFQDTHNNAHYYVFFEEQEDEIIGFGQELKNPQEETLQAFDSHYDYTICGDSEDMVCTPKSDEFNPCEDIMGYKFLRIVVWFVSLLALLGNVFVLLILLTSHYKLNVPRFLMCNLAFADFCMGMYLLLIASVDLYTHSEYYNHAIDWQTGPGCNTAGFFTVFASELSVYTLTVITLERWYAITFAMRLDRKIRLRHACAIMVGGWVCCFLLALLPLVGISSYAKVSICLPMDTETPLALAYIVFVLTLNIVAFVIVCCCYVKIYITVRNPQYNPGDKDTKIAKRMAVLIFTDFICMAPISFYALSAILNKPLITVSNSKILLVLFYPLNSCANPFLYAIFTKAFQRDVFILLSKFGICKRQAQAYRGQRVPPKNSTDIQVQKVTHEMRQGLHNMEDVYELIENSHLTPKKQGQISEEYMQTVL
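Freshly harvested TSHR cells receive pin-tooled compound, then EC80 TSH at 4nM final. After 2 hours at 37 deg C, antibody in lysis buffer and cAMP-d2 are added; 30 minutes at ambient temperature precede the HTRF read.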
* = called active by the depositor; ? = inconclusive; . = not tested or not shown; & = joins results of further samples; [ ] = dose if it differs, or a comment. Unless noted, calls come from the whole dose curve; as a rule, active = well fitted curve in the direction sought with a large enough effect; inconclusive = small, poorly fitted or top-dose-only effect, or another doubt; inactive = no such curve, though single readings can be large; an effect the other way counts as inactive or inconclusive.

SMILES | Mito fusion yeast | USP2a inh | PKM2 activator | BCR signal inh | Eya2 phos inh | KCNH2 WT inh | S-ASM inh | MBNL1 CUG block | Menin MLL FP TR | GALK inh | TSHR antag
CC(=O)c1ccc(NC(=O)C2C3CCC(C3)C2C(=O)O)cc1 (stereo not drawn) | 1% | 0% | 0% | -1% | 0% | 5 | -2% | -4% | 14% | -1% | -2
COc1ccc(Cn2nnnc2C(c2cccs2)N2CCOCC2)cc1 (stereo not drawn) | 6% | 2% | -1% | 0% | -4% | 2 | -1% | -5% | 1% | -1% | -18
O=C(NCC1CCCO1)C1CCC(=O)N1Cc1ccc(F)cc1 (stereo not drawn) | 2% | 5% | 0% | -1% | -8% | 6 | 2% | 1% | 7% | 0% | -7
C=CC[N+](C)(C)C/C(Cl)=C(\Cl)c1ccccc1 | -1% | 1% | -3% | -3% | 8% | -17 | -1% | 2% | 4% | 0% | -11
Cc1ccc(NC(=O)CN(C)C(=O)CSc2nccn2C)cc1 | . | 2% | . | 1% | 2% | 3 | 2% | . | . | . | 3
O=C(COC(=O)Cc1ccsc1)Nc1ccccc1Cl | 9% | -1% | . | ? | -14% | 6 | 1% | . | . | . | 8
COC(=O)c1c(C(=O)OC)c(-c2ccc(C)cc2)n2c1CCC2 | 4% | 3% | -2% | 6% | 7% | 8 | -2% | -13% | -13% | -2% | 18
C=C(C)CNC(=S)NNC(=O)c1cc(C)oc1C | -5% | -1% | -3% | 1% | 12% | 8 | 4% | -4% | 0% | 0% | 4
CCOCc1cn(CC(=O)c2ccc(Cl)cc2)c(C)nc1=N | 1% | 3% | 1% | ? | -15% | 4 | -3% | 2% | . | -1% | 2
COc1ccccc1C(=O)Nc1ccc(NC(=O)c2ccco2)cn1 | 24% | 0% | . | -21% | -10% | -5 | 25% | 2% | 17% | 1% | -3
Cc1cccc(N2CCN(S(=O)(=O)c3cc(-c4cc(C)no4)ccc3C)CC2C)c1 (stereo not drawn) | 1% | -1% | . | -14% | -3% | 11 | 1% | 7% | 15% | 0% | -39
CC(C)(C)OC(=O)NCCCCCO | -5% | 1% | . | -2% | -18% | -3 | -14% | . | 7% | . | 2
NC(=O)CC(NC(=O)Cc1ccc(Br)cc1)c1ccc(NCc2ccc(F)c(F)c2)c([N+](=O)[O-])c1 (stereo not drawn) | -3% | -1% | 3% | -5% | -15% | 5 | -12% | 12% | . | -8% | -6
CC(=O)Nc1ccc(S(=O)(=O)NC2(C(F)(F)F)NC(=O)N(CC(C)C)C2=O)cc1 (stereo not drawn) | -4% | -4% | -5% | 0% | -3% | -6 | 2% | -17% | 3% | 1% | 0
CSc1ccccc1C(=O)Nc1ccc2c(c1)CCC2 | 6% | 5% | . | -1% | -2% | 29 | -5% | -5% | 19% | -1% | -8
CN(Cc1ccccc1)S(=O)(=O)c1ccc2c(c1)CCC(=O)N2 | 3% | 0% | 12% | -11% | 14% | 2 | 1% | 1% | -17% | -1% | -1
CCOC(=O)N1CCN(CC(O)c2c[nH]c3ccc(OC)cc23)CC1 (stereo not drawn) | -17% | 0% | . | 2% | -29% | 0 | 2% | -3% | -16% | . | 5
Cc1cccc(NC(=O)C2CCCN(C(=O)NC3CCCCC3)C2)c1C (stereo not drawn) | -3% | 0% | -17% | 6% | 13%[15.4 µM] | -1 | 4% | -7% | -1% | 2% | 28
COc1ccccc1C(=O)NCCC(=O)N1CCN(c2ccccc2Cl)CC1 | 5% | 1% | . | -12% | 14% | 3 | . | . | . | . | 11
CCOc1ccc(C(=O)Nc2ccc(NC(=O)c3ccco3)c(Cl)c2)cc1Cl | -1% | 2% | 3% | 22% | -1% | 2 | 1% | -4% | -19% | 0% | -7
Cc1nn(-c2ccccc2)c(N2CCCC2)c1/C=N/NC(=O)C1CC1 | -1% | 4% | 3% | 0% | 1% | 12 | 1% | -6% | -9% | 1% | 0
O=C(Nc1ccccc1N1CCCCC1)C1CCN(S(=O)(=O)c2ccccc2C(F)(F)F)CC1 | 25% | -2% | . | 5% | -23% | 3 | -4% | . | . | . | .
COC(=O)C1=C(NC(=O)COc2ccc3ccccc3c2)CCS1 | 1% | -1% | -1% | ? | 6% | 6 | 55% | 0% | -9% | 0% | -4
Cc1ccc(C(=O)NNS(=O)(=O)c2ccccc2[N+](=O)[O-])cc1 | -2% | 0% | 11% | -6% | -14% | 1 | -2% | -28% | -13% | 1% | -15
O=C(CSc1ccc(Cl)cc1)N/N=C/c1ccc([N+](=O)[O-])o1 | 23% | 3% | . | 8% | -6% | 1 | -10% | ? | ? | -5% | 23
Cc1ccc(-c2nn3c(C)nnc3c3ccccc23)cc1S(=O)(=O)N(C)CCO | 1% | 4% | -8% | ? | 10% | -5 | -1% | -12% | 0% | 2% | 4
COc1cccc(C2/C(=C(\O)c3ccc4c(c3)OCCO4)C(=O)C(=O)N2CC2CCCO2)c1 (stereo not drawn) | 0% | 3% | . | 6% | -3% | 2 | 0% | 18% | . | -4% | -3
COc1cc2c(cc1OC)CN(S(=O)(=O)c1cccc(F)c1)CC2 | 5% | 2% | . | 1% | -12% | 9 | 3% | -1% | 4% | -3% | 13
Cc1ccc(N2C(=O)C3C4C=CC(CNC(=S)Nc5ccc(Cl)cc5)(O4)C3C2=O)cc1 (stereo not drawn) | 5% | 2% | ? | ? | -3% | -11 | -7% | -15% | 14% | 1% | 16
COc1cc(/C=C(\C#N)c2nc3ccccc3o2)ccc1O | -1% | ? | -9% | ? | ? | -2 | -15% | ? | . | -2% | -8
Cc1ccc(/C=C/S(=O)(=O)NCC(=O)O)cc1 | 0% | 1% | -6% | 11% | 0% | 5 | 4% | 0% | -1% | 14% | -2
COCCn1c(SCc2ccc(C(=O)OC)o2)nc2cc(Cl)ccc2c1=O | ? | 0% | 0% | -5% | 1% | 2 | -17% | 7% | -14% | 2% | -15
Cc1ccc(S(=O)(=O)N2CCC(=O)N(CCOC(=O)Nc3cc(C)cc(C)c3)CC2)cc1 | -5% | 3% | 2% | ? | 4% | 5 | -4% | -9% | 1%&12% | . | 15
C=CCn1cc(C(=O)NCc2ccc(Cl)cc2)c(=O)c2cc(S(=O)(=O)N(CC)CC)ccc21 | 3% | 0% | -1% | 0% | 10% | -7 | -1% | 2% | -4% | . | -7
CC12C(=O)N(Cc3ccccc3)C(=O)C1C1C=CC2C1 (stereo not drawn) | -3% | 0% | 2% | 4% | 6% | 7 | 4% | 2% | -1% | -1% | -11
COc1cc(/C=C/C(=O)O)ccc1OS(=O)(=O)c1cc(Br)ccc1C | 9% | 3% | . | 0% | 1% | 15 | 7% | . | . | . | -15
CC(C)OCCCNc1ncnc2c1nc1n2CCCC1 | 1% | -1% | . | -2% | -1% | -9 | 2% | -5% | ? | 4% | -9
COc1ccc(S(=O)(=O)Nc2nc3ccccc3s2)cc1OC | 0% | -2% | 1% | -16% | -2% | -21 | 1% | 1% | . | -3% | 4
Cc1ccc(OCCNC(=O)CNC(=O)c2ccc(Cl)c([N+](=O)[O-])c2)cc1 | . | -1% | . | 0% | -21% | 9 | -1% | . | . | . | .
O=Cc1cn(-c2ccc(F)cc2)c2ccccc12 | 2% | 0% | 5% | ? | -2% | 24 | -9% | 8% | -1% | 0% | -6
CN1CCN(NC(=O)c2ccc(S(=O)(=O)N3CCCCCC3)cc2)CC1 | -6% | -1% | 1% | -13% | 10% | 19 | 6% | -1% | -3% | 4% | 10
O=C1C2C3C=CC(C3)C2C(=O)N1CCCO (stereo not drawn) | -1% | 2% | -11% | -6% | 2% | 5 | 2% | 3% | 10% | -2% | 8

From PubChem BioAssay

Some of the compounds tested (hit frequency here may not be typical).
